# Bioassay records: PubChem BioAssay, National Center for Advancing Translational Sciences (NCATS)
# KAT2A inh: inhibitors of human GCN5L2 histone acetyltransferase | GCN5L2 HAT assay, ThioGlo1 CoA-SH fluorescence | hit rate 0.21% among 390,000 | Q92830 | AID 504327 | Potency, µM (titrated, usually from 58.9 µM), for inactives: at the top dose activity change, negative = inhibition, actives largely listed as inhibitors
#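 ThioGlo1-coupled HAT assay: 20nM GCN5L2, 70uM acetyl-CoA, 75uM H3(1-25) peptide, pH 7.5. Fluorescence read at 340/540nm at start and after 20 min at room temperature.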
# DT40 TDP1 CPT: growth inhibition of DT40 Tdp1-/-;hTDP1 cells with camptothecin (screen for TDP1 inhibitors) | Potency, µM (highest dose often 46.2 µM), for the others: at the top dose activity change, negative = growth inhibition, hits mostly inhibitors | chicken DT40 Tdp1-/-;hTDP1 cells + 20 nM CPT, ATP luminescence, 48 h | AID 686979 | hit rate 12% among 420,000; note: nearly all actives have a fitted effect of over 55% in size
#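 Chicken DT40 Tdp1-/- cells stably complemented with human TDP1 were seeded at 400 cells/well in medium containing 20 nM camptothecin, exposed to pin-transferred compounds, and grown at 37 °C for at least 48 hr. Viability was read as ATP luminescence.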
# An asterisk follows results filed as active; ? = inconclusive; / = not tested or not shown; [ ] = another dose, or the depositor's remark. Calls come from the whole dose curve; as a rule, active = well fitted curve in the direction sought with a large enough effect; inconclusive = small, poorly fitted or top-dose-only effect, or another doubt; inactive = no such curve, though single readings can be large; an effect the other way counts as inactive or inconclusive. % is set by controls: 0 for no effect and ±100 for the full control effect; potency is the fitted concentration of half-maximal effect. These rows are one share of the data; count on the stated rates, not on these rows.
# The opening two compounds, ahead of the listing:
Molecule,KAT2A inh,DT40 TDP1 CPT
COc1ccc2c(c1)OC(=O)CC2c1ccc2c(c1)OCO2 (stereo not drawn),-6%[88.6 µM],/
CCOc1ccccc1Nc1nc(-c2sc(NC(=O)c3ccccc3)nc2C)cs1,26%,/

# Main list, from the first entry:
Molecule,KAT2A inh,DT40 TDP1 CPT
COc1ccc2c(c1)OC(=O)CC2c1ccc2c(c1)OCO2 (stereo not drawn),-6%[88.6 µM],/
CCOc1ccccc1Nc1nc(-c2sc(NC(=O)c3ccccc3)nc2C)cs1,26%,/
Cc1ccc(C)c(NC(=O)Nc2cccc(-c3cn4cccnc4n3)c2)c1,0%,/
CC[C@]1([C@H]2O[C@@H]([C@@H]3O[C@](O)(CO)[C@@H](C)C[C@H]3C)C[C@H]2C)CC[C@@H]([C@]2(C)CC[C@@]3(C[C@@H](O)[C@@H](C)[C@@H]([C@H](C)[C@H](OC)[C@H](C)C(=O)O)O3)O2)O1,13%[21.4 µM],/
CN1CCCC[C@@H]1CCN1c2ccccc2Sc2ccc(S(C)=O)cc21 (stereo partly drawn),13%,/
CCOC(=O)/C(C(=O)Nc1ccc(Cl)cc1Cl)=C1/NC(C)(C)Cc2ccccc21,23%,/
S=C(NCCc1cccc(Cl)c1)NCc1ccccc1,1%,/
CC1(C)CC(=O)C=C(c2ccc3[nH]ccc3c2)C1,/,?
O=C1c2ccccc2S(=O)(=O)c2cc(C(=O)N3CCCC3)ccc21,/,-9%
CCc1cc[n+](C(C(=S)Nc2cccc(C)c2)=C([O-])c2ccc(C)c([N+](=O)[O-])c2)cc1,/,16µM*

# Compound profiles, as listed above. Order of screens: KAT2A inh | DT40 TDP1 CPT
# Shown for CCOc1ccccc1Nc1nc(-c2sc(NC(=O)c3ccccc3)nc2C)cs1 → 26% | /
# Shown for CCOC(=O)/C(C(=O)Nc1ccc(Cl)cc1Cl)=C1/NC(C)(C)Cc2ccccc21 → 23% | /
# Shown for CC[C@]1([C@H]2O[C@@H]([C@@H]3O[C@](O)(CO)[C@@H](C)C[C@H]3C)C[C@H]2C)CC[C@@H]([C@]2(C)CC[C@@]3(C[C@@H](O)[C@@H](C)[C@@H]([C@H](C)[C@H](OC)[C@H](C)C(=O)O)O3)O2)O1 → 13%[21.4 µM] | /
# Shown for CCc1cc[n+](C(C(=S)Nc2cccc(C)c2)=C([O-])c2ccc(C)c([N+](=O)[O-])c2)cc1 → / | 16µM*
